Bioassay records as filed in PubChem.
Hsp90 inh = displaces geldanamycin probe from tumor Hsp90. NCI-N417 lysate Hsp90, Cy3B-geldanamycin FP displacement. inhibition, % at 30 µM. 64,000 tested, 0.35% active;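 active = inhibition above 50%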;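 also: 0% = tracer plus lysate wells and 100% = tracer alone without lysate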
DUSP1 inh = inhibitors of human MKP-1 phosphatase. P28562. recombinant MKP-1, OMFP hydrolysis fluorescence. inhibition, %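 (compounds tested at a single concentration somewhere between 10 and 100 µM)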. 65,000 tested, 0.15% active;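 active = inhibition above about 50%, limit read from the data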;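 also: 0% = DMSO max control wells and 100% = wells with enzyme stopped by NaOH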
Target sequence (P28562 whole entry, looked up): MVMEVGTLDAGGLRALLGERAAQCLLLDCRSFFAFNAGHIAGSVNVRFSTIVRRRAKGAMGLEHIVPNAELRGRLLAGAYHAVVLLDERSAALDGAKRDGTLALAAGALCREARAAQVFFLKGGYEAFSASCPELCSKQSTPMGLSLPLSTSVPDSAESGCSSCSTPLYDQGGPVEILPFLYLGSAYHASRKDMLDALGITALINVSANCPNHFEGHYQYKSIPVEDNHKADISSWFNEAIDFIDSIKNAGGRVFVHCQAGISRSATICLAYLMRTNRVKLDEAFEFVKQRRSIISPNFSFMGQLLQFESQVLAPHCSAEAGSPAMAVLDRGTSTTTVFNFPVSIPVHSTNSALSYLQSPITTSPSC
CatG inh = inhibitors of human cathepsin G. inhibition, % at 5 µM (by protocol). 62,000 tested, 0.2% active. purified enzyme, AMC-tetrapeptide fluorescence, pooled mixtures;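 active = inhibition above 20% in each of the two mixture wells holding the compound; inactive = inhibition of 20% or less in either well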;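 also: 0% = enzyme control without mixture and 100% = blank lacking enzyme; strong numbers were not always called active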
Cdc25B block = inhibitors of human Cdc25B phosphatase | AID 368 | 65,000 tested, 0.1% active | inhibition, %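 (compounds tested at 10 µM final in the well)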 | recombinant Cdc25B, OMFP fluorescence Ex485/Em525; in the data active = inhibition above about 50%
FXIIa inh mix = factor XIIa (human) inhibition, mixture screen; purified FXIIa, fluorogenic substrate, pooled mixtures; inhibition, % at 5 µM; 62,000 tested, 0.2% active; AID 684;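 also: 0% = enzyme without compound and 100% = no enzyme blank; some results filed as inactive read as strong as hits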
HTR1A agonist = activates the human 5-HT1a serotonin receptor; CHO 5-HT1a Ga15 NFAT-bla reporter, FRET ratio; 0% basal, 100% maximal reference agonist; activation, % at 10 µM; 65,000 tested, 0.56% active; AID 567;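 active = activation above the screen-wide mean activation plus 3 SD, cut at about 19% in these data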;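 also: 0% = DMSO wells and 100% = 5-CT at EC100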
Target sequence (P08908 whole entry, looked up): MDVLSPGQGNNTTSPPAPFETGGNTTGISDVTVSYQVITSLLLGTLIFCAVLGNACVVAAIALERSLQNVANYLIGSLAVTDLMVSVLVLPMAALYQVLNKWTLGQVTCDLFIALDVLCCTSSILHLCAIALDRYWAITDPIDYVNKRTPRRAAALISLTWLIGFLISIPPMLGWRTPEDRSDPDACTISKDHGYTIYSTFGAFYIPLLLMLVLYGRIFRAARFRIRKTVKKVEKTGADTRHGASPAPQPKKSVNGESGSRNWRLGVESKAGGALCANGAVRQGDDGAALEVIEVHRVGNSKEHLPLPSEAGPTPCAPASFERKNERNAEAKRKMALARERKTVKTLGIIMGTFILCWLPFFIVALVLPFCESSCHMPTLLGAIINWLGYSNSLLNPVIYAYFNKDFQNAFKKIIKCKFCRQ
FXIa mix inh = blocks human factor XIa in pooled compound mixtures; 62,000 tested, 0.19% active; purified FXIa, fluorogenic substrate; P03951; inhibition, % at 5 µM;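 also: each value is inhibition by a whole ten-compound pool holding the compound; 0% = enzyme with no mixture and 100% = wells lacking enzyme; strong numbers were not always called active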
C1s block = human complement C1s inhibition. AID 538. mean inhibition % of two 10-compound mixtures (stronger effect = higher value), % at 5 µM (by protocol). 62,000 tested, 0.16% active. purified C1s, fluorogenic AMC substrate, pooled mixtures. P09871;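 active = inhibition above 20% in each of the two 10-compound mixture wells holding the compound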;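 also: 0% = enzyme wells lacking compound mixture and 100% = no-enzyme blank wells; some compounds called inactive have numbers as strong as hits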
CatL block = inhibitors of human cathepsin L; P07711; purified cathepsin L, fluorogenic substrate, fluorescence; inhibition, %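 (tested at 10 µM)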; 58,000 tested, 0.17% active; AID 460; in the data active = inhibition above about 45%;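 also: 0% = enzyme with no compound and 100% = no enzyme blank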
Target sequence (P07711 114-288 limits assumed): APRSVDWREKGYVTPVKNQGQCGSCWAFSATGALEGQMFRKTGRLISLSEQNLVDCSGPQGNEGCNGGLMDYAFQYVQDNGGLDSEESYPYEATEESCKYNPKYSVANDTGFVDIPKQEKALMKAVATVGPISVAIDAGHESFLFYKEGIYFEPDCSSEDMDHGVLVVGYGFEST
Target sequence (P07711 292-333 limits assumed): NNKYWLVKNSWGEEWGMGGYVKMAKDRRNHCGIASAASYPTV
Numbers without * were called inactive. Rule as the data show it, unless noted: active = inhibition above about 20% (passing the limit was not always enough); inactive = the rest.

`Cn1c2ccccc2c2c(C(=O)NCCCN3CCCC3=O)cn(C3CCCCC3)c(=O)c21` gave Hsp90 inh -9, DUSP1 inh 5, CatG inh 10, Cdc25B block 1, FXIIa inh mix 1, HTR1A agonist 0.8, FXIa mix inh -1, C1s block 0 and CatL block -9.
O=C(CCn1nc(-c2ccc(Cl)cc2)ccc1=O)N1CCOCC1 was read as Hsp90 inh -5, DUSP1 inh 9, CatG inh 17, Cdc25B block -1, FXIIa inh mix 8, HTR1A agonist -0.9, FXIa mix inh 13, C1s block 20 and CatL block 17.
Cc1cccc(OCC(=O)Nc2cc(C)c(C)cc2O)c1 was read as Hsp90 inh 13, DUSP1 inh -18, CatG inh 7, Cdc25B block -3, FXIIa inh mix -15, HTR1A agonist 0.7, FXIa mix inh 1, C1s block 1 and CatL block 5.
CC(C)(C)n1nc2c(c1NC(=O)COc1ccc(Cl)cc1)CSC2 was read as Hsp90 inh 0, DUSP1 inh 11, CatG inh 4, Cdc25B block 10, FXIIa inh mix -1, HTR1A agonist -1.0, FXIa mix inh 12, C1s block 5 and CatL block -3.
Screening CC(C)Cc1ccc(C#N)c(SCC(N)=O)n1 returned Hsp90 inh -2, DUSP1 inh 5, CatG inh 1, Cdc25B block 0, FXIIa inh mix 11, HTR1A agonist -0.3, FXIa mix inh 2, C1s block 8 and CatL block 10.
For COc1ccc2c(c1)c(=O)cc(C)n2CC(=O)NCc1ccco1 the results were Hsp90 inh -3, DUSP1 inh 20, CatG inh 7, Cdc25B block -7, FXIIa inh mix 4, HTR1A agonist -2.9, FXIa mix inh 5, C1s block 2 and CatL block 9.
For CCOC(=O)c1c(N)sc2c1CCC(C)C2 (configuration not stated) the results were Hsp90 inh -4, DUSP1 inh 8, CatG inh 9, Cdc25B block 3, FXIIa inh mix -16, HTR1A agonist 13, FXIa mix inh 2, C1s block 14 and CatL block 1.
`CCCS(=O)(=O)Nc1c(C(=O)O)[nH]c2ccccc12` gave Hsp90 inh -8, DUSP1 inh -22, CatG inh -3, Cdc25B block 2, FXIIa inh mix -7, HTR1A agonist -2.2, FXIa mix inh -3, C1s block -6 and CatL block 4.
O=S(=O)(Cc1ccccc1)NCc1cccnc1 was read as Hsp90 inh 2, DUSP1 inh 7, CatG inh 11, Cdc25B block 1, FXIIa inh mix 17, HTR1A agonist -3.0, FXIa mix inh 9, C1s block 13 and CatL block 10.
For COc1ccc(S(=O)(=O)N2CCCC(C(=O)NCc3ccncc3)C2)cc1 (configuration not stated) the results were Hsp90 inh -3, DUSP1 inh 4, CatG inh 13, Cdc25B block 1, FXIIa inh mix -16, HTR1A agonist -1.4, FXIa mix inh 6, C1s block 18 and CatL block -6.
O=C(CS(=O)(=O)Cc1ccccc1)Nc1nc2ccccc2s1 was read as Hsp90 inh -4, DUSP1 inh 3, CatG inh 6, Cdc25B block -13, FXIIa inh mix -18, HTR1A agonist 0.9, FXIa mix inh -3, C1s block -1 and CatL block 2.
Screening OCn1ncn(-c2ccccc2)c1=S returned Hsp90 inh 0, DUSP1 inh -9, CatG inh -3, Cdc25B block 18, FXIIa inh mix 1, HTR1A agonist -0.9, FXIa mix inh -15, C1s block -100 and CatL block 18.

In the list so far, these contain a halogen.
O=C(CCn1nc(-c2ccc(Cl)cc2)ccc1=O)N1CCOCC1 was read as Hsp90 inh -5, DUSP1 inh 9, CatG inh 17, Cdc25B block -1, FXIIa inh mix 8, HTR1A agonist -0.9, FXIa mix inh 13, C1s block 20 and CatL block 17.
CC(C)(C)n1nc2c(c1NC(=O)COc1ccc(Cl)cc1)CSC2 was read as Hsp90 inh 0, DUSP1 inh 11, CatG inh 4, Cdc25B block 10, FXIIa inh mix -1, HTR1A agonist -1.0, FXIa mix inh 12, C1s block 5 and CatL block -3.

Other entries follow.
`CC(=O)N1CCc2cc(S(=O)(=O)NC(CC(C)C)C(=O)Nc3ccc4c(c3)OCCO4)ccc21` (configuration not stated) gave Hsp90 inh 0, DUSP1 inh 1, CatG inh -2, Cdc25B block 2, FXIIa inh mix 3, HTR1A agonist -2.3, FXIa mix inh 4, C1s block -2 and CatL block 3.
For O=C(CCOc1ccccc1)NCc1ccccc1 the results were Hsp90 inh 2, DUSP1 inh 7, CatG inh 2, Cdc25B block -11, FXIIa inh mix -21, HTR1A agonist -4.4, FXIa mix inh 0, C1s block -2 and CatL block 3.
For c1ccc(-n2nnnc2Oc2cccc3cccnc23)cc1 the results were Hsp90 inh 19, DUSP1 inh 4, CatG inh -6, Cdc25B block -1, FXIIa inh mix 5, HTR1A agonist -3.5, FXIa mix inh 0, C1s block -45 and CatL block 5.
For CC1Cc2ccccc2N1C(=O)COC(=O)C1=COCCO1 (configuration not stated) the results were Hsp90 inh -3, DUSP1 inh -1, CatG inh 11, Cdc25B block -17, FXIIa inh mix -14, HTR1A agonist -3.7, FXIa mix inh 5, C1s block 1 and CatL block -4.
`CC(C)(C)n1nc2c(c1NC(=O)COc1ccc3ccccc3c1)CS(=O)C2` (configuration not stated) gave Hsp90 inh 6, DUSP1 inh 2, CatG inh -4, Cdc25B block -11, FXIIa inh mix -4, HTR1A agonist -0.4, FXIa mix inh 0 and C1s block -32.
Screening Cc1oc(C)c(C(=O)NCCCC(=O)O)c1C(=O)NCCCC(=O)O returned Hsp90 inh -2, DUSP1 inh 0, CatG inh 10, Cdc25B block 10, FXIIa inh mix 1, HTR1A agonist 1.2, FXIa mix inh 1, C1s block -2 and CatL block 24.
Screening COc1ccc(CC(=O)OCc2cc3cccc(C)c3[nH]c2=O)cc1 returned Hsp90 inh -2, DUSP1 inh -8, CatG inh -16, Cdc25B block 3, FXIIa inh mix 4, HTR1A agonist 8.3, FXIa mix inh 0, C1s block -38 and CatL block 11.
Screening Cc1ccc(-n2nnnc2SCCNS(=O)(=O)c2ccccc2)cc1C returned Hsp90 inh -3, DUSP1 inh 7, CatG inh -1, Cdc25B block -12, FXIIa inh mix 4, HTR1A agonist -1.4, FXIa mix inh 7, C1s block -1 and CatL block -5.
`Cc1ccc(-c2cc3c(nn2)-c2ccccc2C3=O)cc1` gave Hsp90 inh -7, DUSP1 inh 10, CatG inh 9, Cdc25B block -4, FXIIa inh mix 10, HTR1A agonist -1.0, FXIa mix inh 2, C1s block 7 and CatL block 5.
`COc1ccc(CCNC(=O)c2cnccn2)cc1` gave Hsp90 inh -4, DUSP1 inh 8, CatG inh 8, Cdc25B block 2, FXIIa inh mix -11, HTR1A agonist -3.0, FXIa mix inh 3, C1s block 17 and CatL block 2.
`O=C(O)CP(=O)(c1ccccc1)c1ccccc1` gave Hsp90 inh -1, DUSP1 inh 5, CatG inh 6, Cdc25B block -13, FXIIa inh mix -1, HTR1A agonist 0.3, FXIa mix inh 7, C1s block 12 and CatL block 8.
`Cc1ccsc1C1C2=C(CCCC2=O)Nc2ncnn21` (configuration not stated) gave Hsp90 inh -6, DUSP1 inh -6, CatG inh 6, Cdc25B block -1, FXIIa inh mix 3, HTR1A agonist 0.9, FXIa mix inh -5, C1s block -40 and CatL block 1.

Quoted at random: 3 compounds from above.
`CC(=O)N1CCc2cc(S(=O)(=O)NC(CC(C)C)C(=O)Nc3ccc4c(c3)OCCO4)ccc21` (configuration not stated) gave Hsp90 inh 0, DUSP1 inh 1, CatG inh -2, Cdc25B block 2, FXIIa inh mix 3, HTR1A agonist -2.3, FXIa mix inh 4, C1s block -2 and CatL block 3.
Screening Cc1ccc(-n2nnnc2SCCNS(=O)(=O)c2ccccc2)cc1C returned Hsp90 inh -3, DUSP1 inh 7, CatG inh -1, Cdc25B block -12, FXIIa inh mix 4, HTR1A agonist -1.4, FXIa mix inh 7, C1s block -1 and CatL block -5.
`Cc1ccc(-c2cc3c(nn2)-c2ccccc2C3=O)cc1` gave Hsp90 inh -7, DUSP1 inh 10, CatG inh 9, Cdc25B block -4, FXIIa inh mix 10, HTR1A agonist -1.0, FXIa mix inh 2, C1s block 7 and CatL block 5.

Later entries.
Screening O=C(Nc1nnc(CCc2ccccc2)s1)C1CCCO1 (configuration not stated) returned Hsp90 inh -10, DUSP1 inh 3, CatG inh 11, Cdc25B block 1, FXIIa inh mix 5, HTR1A agonist -1.8, FXIa mix inh 21*, C1s block 13 and CatL block 19.
`Cc1nn(Cc2ccc(Cl)c(Cl)c2)c(C)c1NC(=O)c1cc(CC(C)C)on1` gave Hsp90 inh 1, DUSP1 inh -1, CatG inh -2, Cdc25B block -9, FXIIa inh mix -16, HTR1A agonist 1.8, FXIa mix inh 7 and C1s block -3.
Screening O=c1c(O)c(-c2cccs2)oc2ccccc12 returned Hsp90 inh -3, DUSP1 inh 6, CatG inh 12, Cdc25B block 5, FXIIa inh mix 8, HTR1A agonist -0.3, FXIa mix inh 18, C1s block 12 and CatL block 15.
CC(=O)N1CCc2cc(S(=O)(=O)CCC(=O)O)ccc21 was read as Hsp90 inh 3, DUSP1 inh 4, CatG inh 11, Cdc25B block -1, FXIIa inh mix 15, HTR1A agonist -2.0, FXIa mix inh 6, C1s block 9 and CatL block -8.
Screening Cn1nnc(NCc2cc(Br)ccc2OCc2cccs2)n1 returned Hsp90 inh -2, DUSP1 inh 5, CatG inh 0, Cdc25B block -7, FXIIa inh mix 8, HTR1A agonist -2.5, FXIa mix inh 10, C1s block 4 and CatL block -1.
Screening CCN(CC)CCN1C(=O)c2oc3ccccc3c(=O)c2C1c1ccc(C)cc1 (configuration not stated) returned Hsp90 inh 0, DUSP1 inh 16, CatG inh 8, Cdc25B block -5, FXIIa inh mix 15, HTR1A agonist -2.4, FXIa mix inh -4, C1s block -6 and CatL block -2.
`COc1cc(NC2=CC(=O)CC(C)(C)C2)cc(OC)c1` gave Hsp90 inh 2, DUSP1 inh -12, CatG inh -7, Cdc25B block -3, FXIIa inh mix 7, HTR1A agonist -2.2, FXIa mix inh -3, C1s block -14 and CatL block 1.
`CC(NCC1(N2CCOCC2)CCCCC1)C(=O)N1CCc2ccccc21` (configuration not stated) gave Hsp90 inh -2, DUSP1 inh 14, CatG inh 9, Cdc25B block -9, FXIIa inh mix 0, HTR1A agonist -3.8, FXIa mix inh 9, C1s block 15 and CatL block 5.
COc1ccc(-c2nnc3ccc(SCC(=O)N4CCCCCC4)nn23)cc1OC was read as Hsp90 inh -1, DUSP1 inh 5, CatG inh -1, Cdc25B block 0, FXIIa inh mix 3, HTR1A agonist 4.2, FXIa mix inh 4 and C1s block -44.
`CCO/C(C)=C1\C(=O)N(CC)c2ccccc21` gave Hsp90 inh -9, DUSP1 inh 12, CatG inh 48, Cdc25B block -3, FXIIa inh mix -17, HTR1A agonist 9.2, FXIa mix inh 11, C1s block 7 and CatL block 8.
For CC(=O)C1C(c2ccco2)c2c(noc2C)CC1(C)O (configuration not stated) the results were CatG inh 0, FXIIa inh mix -18, HTR1A agonist 1.5, FXIa mix inh 8, C1s block 1 and CatL block 1.
Screening CC(=O)Nc1ccc(NC(=O)Cn2c(CC(=O)N3CCCC3)nc3ccccc32)cc1 returned Hsp90 inh -5, DUSP1 inh 2, CatG inh 16, Cdc25B block -6, FXIIa inh mix 7, HTR1A agonist -1.7, FXIa mix inh 5, C1s block 10 and CatL block -2.
Screening CC(=O)NC(C)C(=O)OCC(=O)Nc1ccc(Br)cc1 (configuration not stated) returned Hsp90 inh -3, DUSP1 inh -5, CatG inh 37, Cdc25B block 1, FXIIa inh mix 3, FXIa mix inh 20, C1s block 22 and CatL block -4.
Screening Cc1ccc(N(C(=O)Nc2ccccc2)C2=NCC(C)S2)cc1 (configuration not stated) returned Hsp90 inh 0, DUSP1 inh 3, Cdc25B block -1 and HTR1A agonist 0.2.
